mABHD4 FP: inhibits mouse alpha/beta hydrolase domain 4 | purified mABHD4, FP-Rh probe fluorescence polarization | inhibition, % at 8.92 µM | 370,000 tested, 0.54% active | AID 720543;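 active = inhibition exceeding the mean over every tested compound plus 3 SD, cut at about 30% in these data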;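 note: 0% = plate median of compound wells and 100% = S159A mutant with DMSO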
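Test system: mouse ABHD4 enzyme, wild type. Reagent: FP-Rh fluorescent activity-based probe, added after compound pre-incubation. Timing: pre-incubation 45 min, probe exposure 60 min, at 25 °C. Technique: FP readout, ex 525 nm / em 598 nm. Benchmarks: high control S159A mutant with DMSO, low control median of compound wells.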
UHRF1 MBD2 ctr: human UHRF1 methylated DNA binding inhibitors. Q96T88. UHRF1 binding to methylated oligo, TR-FRET. inhibition, % at 4.4 µM. 370,000 tested, 0.75% active. AID 687016; in the data active = inhibition above about 21%;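 note: UHRF1 SRA domain binding a hemimethylated CpG hairpin DNA probe; 0% = median of test compound wells and 100% = reference inhibitor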
NPR2 activator: GC-B (human) receptor activation; P20594; 370,000 tested, 0.11% active; AID 1920062; activation, % at 10 µM; HEK293-GC-B cells, CNP EC30, cGMP TR-FRET; 0% at EC30 CNP, 100% saturating CNP;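 active = activation at 10 µM reaching about 35% in either raw or pattern-adjusted values, limit read from the data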
GC-A act: GC-A (human) enzyme activation. AID 1671463. P16066. 370,000 tested, 0.14% active. HEK293 GC-A cells, cGMP TR-FRET, EC30 ANP; 0% at EC30 ANP, 100% saturating ANP. activation, % at 10 µM; in the data active = activation above about 40%
Target sequence (P16066 whole entry, looked up): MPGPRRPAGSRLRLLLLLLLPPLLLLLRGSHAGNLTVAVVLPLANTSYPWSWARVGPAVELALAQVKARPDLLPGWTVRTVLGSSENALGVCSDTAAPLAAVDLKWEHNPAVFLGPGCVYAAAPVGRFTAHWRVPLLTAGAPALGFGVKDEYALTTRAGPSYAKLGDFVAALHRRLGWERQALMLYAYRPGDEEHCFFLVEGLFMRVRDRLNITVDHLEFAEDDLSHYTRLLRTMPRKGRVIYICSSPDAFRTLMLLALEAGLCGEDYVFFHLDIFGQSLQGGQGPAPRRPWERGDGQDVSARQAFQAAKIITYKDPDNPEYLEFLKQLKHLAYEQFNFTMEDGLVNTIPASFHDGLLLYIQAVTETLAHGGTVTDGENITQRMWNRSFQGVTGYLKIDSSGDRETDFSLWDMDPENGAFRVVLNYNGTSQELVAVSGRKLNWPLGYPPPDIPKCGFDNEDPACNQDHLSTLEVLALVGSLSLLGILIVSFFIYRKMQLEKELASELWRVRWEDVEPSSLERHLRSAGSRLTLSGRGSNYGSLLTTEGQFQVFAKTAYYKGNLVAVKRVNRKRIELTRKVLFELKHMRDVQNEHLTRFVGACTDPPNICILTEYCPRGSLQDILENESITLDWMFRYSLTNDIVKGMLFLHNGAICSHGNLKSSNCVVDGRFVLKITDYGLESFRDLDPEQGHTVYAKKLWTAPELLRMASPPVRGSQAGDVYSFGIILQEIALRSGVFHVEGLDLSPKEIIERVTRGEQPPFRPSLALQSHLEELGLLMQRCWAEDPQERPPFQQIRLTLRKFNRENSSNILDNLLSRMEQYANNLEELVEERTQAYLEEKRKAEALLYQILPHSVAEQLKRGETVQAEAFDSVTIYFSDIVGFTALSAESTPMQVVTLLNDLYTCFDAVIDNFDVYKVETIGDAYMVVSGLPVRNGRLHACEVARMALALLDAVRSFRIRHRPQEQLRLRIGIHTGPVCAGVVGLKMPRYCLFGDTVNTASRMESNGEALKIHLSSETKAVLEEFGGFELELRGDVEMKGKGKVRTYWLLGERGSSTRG
PRMT1 FP inh: PRMT1 (human) inhibition, primary screen. recombinant PRMT1, activity-based probe fluorescence polarization. inhibition, % at 2.79 µM. 370,000 tested, 1.3% active. AID 652257;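 active = inhibition above about 21% made by adding two undisclosed values, limit read from the data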
rCAG binder: r(CAG) repeat RNA binding | inhibition, % at 3 µM | AID 651821 | 370,000 tested, 1.3% active | TO-PRO-1 dye displacement fluorescence;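 active = inhibition above the plate cutoff, the mean of all test compounds on that plate plus 3 SD, cut at about 35% in these data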;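 note: 0% = DMSO alone and 100% = 100 µM mitoxantrone as full dye displacement; higher means more dye released from RNA so lower well fluorescence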
MBD2 inh: MBD2-methylated oligo binding inhibition; 370,000 tested, 0.31% active; inhibition, % at 4.4 µM; Q9UBB5; AID 686964; TR-FRET, MBD2 binding to methylated oligonucleotide; in the data active = inhibition above about 13%
HTRA1 inh: inhibitors of human serine peptidase HTRA1; Q92743; recombinant HTRA1, FP-rhodamine activity-based probe, fluorescence polarization; inhibition, % at 5.96 µM; 340,000 tested, 0.5% active; in the data active = inhibition above about 36%;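 note: 0% = enzyme with DMSO and 100% = wells lacking enzyme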
SIAE inh: blocks human sialic acid acetylesterase. Q9HAT2. SIAE FP-Rh probe binding, fluorescence polarization. AID 1053197. 370,000 tested, 0.69% active. inhibition, % at 9.66 µM;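 active = inhibition above a cutoff: mean of compounds within the control limits plus 3 SD of those, cut at about 17% in these data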;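 note: 0% = plate median of compound wells and 100% = probe without SIAE protein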
TCR CD3 inh: blocks the human TCR-CD3 interaction; TAMRA-labeled TCR probe fluorescence, biochemical; inhibition, % at 9.4 µM; 360,000 tested, 0.37% active; AID 651800; in the data active = inhibition above about 19%;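 note: recombinant mutant TCR 2C K166C tagged with TAMRA read by polarization; 0% = receptor in buffer alone and 100% = receptor with positive control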
An asterisk follows results filed as active; x = no result given. Not all compounds are listed, so the mix of outcomes need not match the whole.

The first six records (preview)
SMILES	mABHD4 FP	UHRF1 MBD2 ctr	NPR2 activator	GC-A act	PRMT1 FP inh	rCAG binder	MBD2 inh	HTRA1 inh	SIAE inh	TCR CD3 inh
O=C(NC1CCCCC1)C(c1ccco1)N(C(=O)c1csnn1)c1cccc(F)c1 (stereo not given)	-9	1	3	2	-1	-1	0	5	-6	4
CC(C)[C@H]1COCCS(=O)(=O)N1Cc1ccccc1-c1cccc2c1sc1ccccc12	-23	6	1	-1	-2	10	1	x	-3	-8
Cn1cccc1/C=C1\SC(=O)N(CC(=O)Nc2ccc(F)cc2)C1=O	1	-1	4	3	0	6	2	-3	-9	-1
O=C(NC1CCCc2c1cnn2-c1cc(F)cc(F)c1)c1ccncc1 (stereo not given)	3	-1	3	5	1	-2	-5	-6	6	1
O=C(CC(=O)c1ccccc1)CS(=O)(=O)c1ccccc1	11	0	-1	0	-2	15	1	-2	1	-3
COC(=O)CC[C@@H](C(=O)O)N1C(=O)c2ccccc2C1=O	3	-1	2	-4	-2	1	0	1	4	4

Main list, from the start:
SMILES	mABHD4 FP	UHRF1 MBD2 ctr	NPR2 activator	GC-A act	PRMT1 FP inh	rCAG binder	MBD2 inh	HTRA1 inh	SIAE inh	TCR CD3 inh
O=C(NC1CCCCC1)C(c1ccco1)N(C(=O)c1csnn1)c1cccc(F)c1 (stereo not given)	-9	1	3	2	-1	-1	0	5	-6	4
CC(C)[C@H]1COCCS(=O)(=O)N1Cc1ccccc1-c1cccc2c1sc1ccccc12	-23	6	1	-1	-2	10	1	x	-3	-8
Cn1cccc1/C=C1\SC(=O)N(CC(=O)Nc2ccc(F)cc2)C1=O	1	-1	4	3	0	6	2	-3	-9	-1
O=C(NC1CCCc2c1cnn2-c1cc(F)cc(F)c1)c1ccncc1 (stereo not given)	3	-1	3	5	1	-2	-5	-6	6	1
O=C(CC(=O)c1ccccc1)CS(=O)(=O)c1ccccc1	11	0	-1	0	-2	15	1	-2	1	-3
COC(=O)CC[C@@H](C(=O)O)N1C(=O)c2ccccc2C1=O	3	-1	2	-4	-2	1	0	1	4	4
CCCCCCCCOC(=O)c1c(CSC(=N)N)n(C)c2cc(Br)c(OC(C)=O)cc12	9	2	-22	-23	4	0	3	x	7	2
CC(C)NC(=O)C1(C)Cc2c(-c3ccc(C(N)=O)cc3)ccnc2O1 (stereo not given)	10	0	-5	-3	3	1	3	x	2	7
CC(=O)c1ccc(NC(=O)Cn2cnc(S(=O)(=O)N3CCCCC3)c2)cc1	-3	0	-5	-2	-1	1	-4	1	3	12
CC(=O)Cc1nsc(NC(=O)c2ccc(-c3cccc(Cl)c3)o2)n1	-2	-2	5	1	0	10	-4	-3	-9	2
C/C(=N\NC(=O)c1ccco1)c1ccc(-c2ccccc2)cc1	4	-1	-1	0	1	3	-4	2	-1	6
CCN1C(=O)C(CC(=O)Nc2ccc(OC)cc2)N(CCCN2CCN(c3ccc(OC)cc3)CC2)C1=S (stereo not given)	1	0	4	5	-1	0	-7	-8	3	-1
COCCCNC(=O)C1CCN(S(=O)(=O)N(CC(C)C)CC(C)C)CC1	3	-3	2	-3	-3	-8	0	-8	3	1
Cc1cc2nnc(SCc3ccc4c(c3)OCO4)n2c2ccccc12	-6	0	-4	-4	2	1	7	1	1	6
CCNC(=S)NCCN1CCOCC1	-8	2	-6	0	-4	5	-1	3	-4	-8
Cc1nnsc1C(=O)NCc1c(F)cccc1Cl	8	-2	-3	-1	-2	0	-7	12	0	6
Cc1cc(C)cc(NS(=O)(=O)c2cc(Br)cnc2N)c1	-13	0	-14	-9	-2	8	0	-11	6	-1
CCc1sc(NS(C)(=O)=O)nc1-c1ccccc1	-3	-4	2	6	2	8	-2	1	4	4
COCc1nc2sc3c(c2c(=O)[nH]1)CCCC3	3	-3	3	3	-2	-1	-2	5	2	1
O=C(COC(=O)/C=C/c1ccc(OC(F)F)cc1)NC(=O)NC1CCCCC1	-2	1	2	-2	4	-1	-3	3	-10	-7
CCN(Cc1cnn(C)c1)Cc1nc(C(c2ccccc2)c2ccccc2)no1	-4	1	-8	-9	3	-8	8	-3	1	-4
CC(C)C(=O)Nc1nc(-c2ccc(S(=O)(=O)N3CCOCC3)cc2)cs1	-4	1	-2	-2	0	0	-1	1	-3	-2
COc1ccc(NC(=O)CCS(=O)(=O)c2ccc3c(c2)oc(=O)n3C)cc1OC	-1	1	5	-2	-2	2	-1	6	5	5
COc1ccc(C(=O)CCN2CCN(c3ccccc3OC)CC2)cc1	-2	0	-3	3	15	-9	-1	-1	-4	4
O=S(=O)(c1ccc(F)cc1)N(CCO)CC(O)Cn1c2ccccc2c2ccccc21 (stereo not given)	-14	-3	-14	-12	-1	2	1	-15	-2	4
Next part.
SMILES	mABHD4 FP	UHRF1 MBD2 ctr	NPR2 activator	GC-A act	PRMT1 FP inh	rCAG binder	MBD2 inh	HTRA1 inh	SIAE inh	TCR CD3 inh
CC1CCN(CCC(=O)Nc2nccs2)CC1	2	2	6	1	-3	-3	0	7	3	8
COc1ccc(C2=NS(=O)(=O)N(C)C(C(=O)NC(C)c3ccccc3)=C2)cc1OC (stereo not given)	-1	0	4	0	3	4	-1	-10	-9	-4
CCn1c(SCC(=O)NC2CCCCC2)nc2c(c1=O)SC(C)C2 (stereo not given)	-1	0	-11	1	-1	-7	-1	2	-4	4
CSc1nc(N)c(C(=O)Nc2ccc([N+](=O)[O-])cc2)s1	-4	-3	-1	0	-1	1	2	2	1	2
CNc1cc(-c2cccc(C(=O)N3CCOCC3)c2)ncn1	-12	7	-4	2	0	0	1	x	-6	-6
CCCOc1ccc(N2C(=O)CC(N(CCc3ccc(OC)c(OC)c3)C(=O)c3ccccc3)C2=O)cc1 (stereo not given)	-1	0	2	-1	-3	-3	-2	-1	4	4
CCCCCOC(=O)Cn1c(=O)oc2ccccc21	5	-1	7	4	4	-1	3	2	1	-4
CCOC(=O)C1CSCCS(=O)(=O)N1Cc1ccc(C)cc1 (stereo not given)	-2	2	6	2	0	5	4	x	-8	4
C=CCSc1nc2nc(C)cc(C)n2n1	2	-2	0	0	-3	-4	-1	0	-2	2
C=CCn1c(-c2ccccc2[N+](=O)[O-])n[nH]c1=S	-2	-1	5	-2	2	-2	2	3	8	-3
NC(=O)CCCn1c(C(=O)c2ccc(Cl)cc2)c2ccc(C(F)(F)F)cc2[n+]1[O-]	0	-1	-7	-10	-2	-1	-1	3	5	0
CN(C)c1ccc(C=NCCC2(c3ccccc3)CCOC(C)(C)C2)cc1 (stereo not given)	-2	1	2	3	1	-1	-2	5	2	7
O=C(CC1SC(=Nc2ccccc2)N(Cc2ccccn2)C1=O)Nc1ccc(Br)cc1 (stereo not given)	-51	4	0	-7	8	9	1	-62	-18	-4
CC(=O)Nc1ccc(S(=O)(=O)Oc2cccc(N3C(=O)C4CC=CCC4C3=O)c2)cc1 (stereo not given)	-1	0	7	-2	-1	3	0	0	-2	-1
O=C(Nc1ccccc1N1CCCCC1)C1CCN(S(=O)(=O)c2cccc(C(F)(F)F)c2)CC1	-11	-1	-3	-1	1	3	-4	-21	-6	12
CC(=O)c1cccc(NC(=O)c2ccc3c(c2)CCCC3)c1	-15	4	-1	-1	-1	2	0	-19	-6	-3
O=S(=O)(c1cccc(S(=O)(=O)N2CCCC2)c1)c1cccc(S(=O)(=O)N2CCCC2)c1	0	7	-2	-3	-3	3	8	1	-10	-6
O=C(CN1CCN(C(=O)c2ccco2)CC1)Nc1cc(S(=O)(=O)N2CCCC2)ccc1Cl	2	0	-2	0	0	5	-3	7	-6	0
CCC(CO)Nc1ncc([N+](=O)[O-])cc1C#N (stereo not given)	-1	0	0	0	0	-1	-1	1	4	4
N#CCCn1c(C2CCCCC2)nc2ccccc21	-5	0	4	-1	-1	1	1	1	4	6
Cc1[nH]n(-c2ccccc2)c(=O)c1C(C[N+](=O)[O-])c1ccc(F)cc1 (stereo not given)	7	-7	4	1	0	3	-3	6	1	3
COc1ccc(NC(=O)N(C)C[C@H]2Oc3cc(Br)ccc3S(=O)(=O)N([C@H](C)CO)C[C@@H]2C)cc1	8	3	-2	2	-1	3	1	1	6	-6
O=C(NC1CCCCC1)C(c1ccncc1)N(C(=O)Cc1cccs1)c1ccccc1 (stereo not given)	0	-2	-10	-25	-1	-2	-5	1	5	4
CC(C)N=C1NN=C(c2cccs2)C(CC(=O)O)S1 (stereo not given)	8	-3	2	3	20	10	-4	1	1	5
O=C(Nc1ccc2c(c1)OCO2)c1c[nH]c(=O)n(-c2ccc(F)cc2)c1=O	11	-3	1	1	1	12	-4	11	17	12
Following part:
SMILES	mABHD4 FP	UHRF1 MBD2 ctr	NPR2 activator	GC-A act	PRMT1 FP inh	rCAG binder	MBD2 inh	HTRA1 inh	SIAE inh	TCR CD3 inh
CCN1CCc2c(C#N)c(N3CCOCC3)nc(NCCO)c2C1	-2	0	0	23	0	-5	0	-4	-4	4
CC(NCc1ccco1)C(=O)N1CCCC1 (stereo not given)	0	2	-9	1	4	6	5	x	4	x
COc1ccc(-c2cc(C(=O)N3CCN(C(c4ccccc4)c4ccccc4)CC3)no2)cc1OC	-6	4	-2	0	2	3	0	-36	2	-9
CC(=O)Nc1ccc2nc(NC(=O)C(Cl)(Cl)Cl)sc2c1	1	0	0	2	0	0	0	-6	-1	-6
Cc1ccc(C)c(OCC(=O)Nc2cc(C(=O)O)cc(C(=O)O)c2)c1	2	-2	1	4	-4	2	0	1	0	1
Cc1nnc(SCC(=O)NC2CC2)n1CC1CCCO1 (stereo not given)	6	-1	-1	0	-1	3	5	0	-5	1
CCc1cccc(CC)c1NC(=O)CO/N=C(\C)c1cccs1	7	-1	0	0	-2	1	4	-4	-4	9
COC(=O)COc1ccc(S(=O)(=O)Nc2ccc(C(N)=O)cc2)cc1Cl	1	2	-2	4	2	-1	-3	1	0	3
CC(C(=O)OCC(=O)N1CCCCC1)N1C(=O)c2ccccc2C1=O (stereo not given)	-1	-2	-6	1	-3	2	1	1	6	5
CC(OC(=O)c1cccc(-n2cnnn2)c1)C(=O)Nc1ccc(F)cc1Cl (stereo not given)	0	-2	-1	-2	-1	-3	6	-1	-6	-3
COC(=O)c1ccc(C2/C(=C(\O)c3ccc4c(c3)OCCO4)C(=O)C(=O)N2CCCN(C)C)cc1 (stereo not given)	-4	1	3	0	3	-1	-3	5	5	-4
CCn1c(SCC(=O)Nc2ccc(N3CCOCC3)c(Cl)c2)nnc1-c1ccc(N)cc1	2	-2	7	1	-1	0	-4	1	0	5
O=C(NN1C(=O)c2ccccc2NC1c1ccccn1)c1ccc([N+](=O)[O-])cc1 (stereo not given)	-7	7	-2	1	0	-1	0	7	2	2
COC(=O)c1cccc(NC(=O)Cc2ccccc2[N+](=O)[O-])c1C	4	1	-3	-1	2	-2	-3	7	1	-5
CSC1=NCCN1C(=O)c1ccc(C)cc1	-4	-2	-5	3	0	-5	-5	3	1	-2
CC(=O)c1cccc(N2C(=NC(=O)C(C)C)SC3CS(=O)(=O)CC32)c1 (stereo not given)	-2	-2	5	1	2	0	1	-6	-3	2
CC(C)(C)OC(=O)NCCCCCNC(=O)c1nc[nH]c1C(=O)N1CCN(c2ccccc2)CC1	0	1	0	0	-2	-10	-1	-9	0	2
CN1CCN(c2nc(-c3ccccc3)c3cc(Cl)ccc3n2)CC1	0	0	-18	-21	-2	-5	0	-2	-5	1
O=C(/C=C/c1ccc(F)cc1)OCC(=O)c1ccc[nH]1	-11	0	-3	3	0	1	-5	0	-5	10

Screens (PubChem BioAssay)
